sdo1 growth: compounds rescuing growth of sdo1-depleted yeast, bone marrow failure model; S. cerevisiae sdo1-depleted JHY4D growth rescue, OD600 30 h; stronger effect = higher value; pdr5 snq2 efflux-pump mutant strain; z-score at 10 µM; 140,000 compounds, 0.21% hits; AID 817;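 active = z-score above 3 at both the 24 hr and the 30 hr optical density reads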;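 also: z-score against mean and SD of all compound wells on the same plate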
Insulin prom inh: TRM-6 insulin promoter activity inhibition; TRM-6 cells (human fetal islet line), insulin promoter-eGFP reporter, imaging; reporter expression induced with tamoxifen; inhibition, % at 2 µM; 130,000 compounds, 0.9% hits;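 active = inhibition above the mean plus 3 SD, with well images judged a real hit on visual review, cut at about 60% in these data, passing the limit was not always enough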
sdo1 growth Rescue 24 h: also measured in sdo1 growth; calls as there; z-score; S. cerevisiae sdo1-depleted JHY4D growth rescue, OD600; measured here: growth rescue at 24 h;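 0 is the plate mean of compound wells and units are plate SD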
The depositor's hits bear a star; nt = no result given.

SMILES	sdo1 growth	sdo1 growth Rescue 24 h	Insulin prom inh
O=C(NCCCN1CCN(CCCNC(=O)c2ccc(F)cc2)CC1)c1ccc(F)cc1	0.37	-0.5	-32.4
COc1ccc(Nc2cc(C(=O)NCc3ccco3)c3ccccc3n2)cc1	0.11	-0.11	-25.9
Cc1ccc(NC(=O)c2ccc(S(=O)(=O)NCC3CCCO3)cc2)cc1 (stereo not given)	-1.02	-1.09	70.8
Cc1ccc(CN2CCN(Cc3nc4c(s3)CCCC4)CC2CCO)cc1 (stereo not given)	nt	nt	11.1
Cc1ccc(C)c(OCCCCCn2ccnc2)c1	-0.43	-0.65	-181.8
COc1ccc(OCC(=O)N2CCN(c3nnc(-c4ccccc4)c4ccccc34)CC2)cc1	-0.44	-0.89	nt
COc1ccc(S(=O)(=O)N(CC(=O)N2CCN(C)CC2)C2CCCCC2)cc1OC	0.99	1.31	42.9
O=C(NCC(c1ccco1)N1CCCCC1)C(c1ccccc1)c1ccccc1 (stereo not given)	nt	nt	-28.6
COc1ccc(/C=C(/C(=O)c2ccc(Cl)cc2Cl)n2cncn2)cc1	-0.94	-0.62	nt
O=C(NCCn1cc(SCc2ccc(F)cc2)c2ccccc21)c1ccccc1F	-0.14	-0.19	-9.5
Cc1cc(C)c2[nH]c(=O)c(CN(CC3CCCO3)C(=O)C3CCCO3)cc2c1 (stereo not given)	0.94	0.77	-3.1
N#CCSc1nnc(Cc2cccc3ccccc23)n1C1CCCCC1	-1.6	-1.53	nt
CCOC(=O)Cc1csc(NC(=O)CSc2ccc(Br)cc2)n1	-0.85	-0.07	-41.4
COC(=O)c1ccc(CSc2nc3sc4c(c3c(=O)n2C)CCCC4)o1	-0.84	-0.78	nt
COc1ccc(/C=N/NC(=O)c2ccc(Cl)cc2)cc1COC(C)=O	1.3	1.6	-50.0
COc1ccc2nc(N3C(=O)/C(=C/c4ccc(Cl)cc4)NC3=S)sc2c1	0.04	-0.09	11.1
COC(=O)c1cc(NS(=O)(=O)c2ccc(NCc3cccnc3)c([N+](=O)[O-])c2)cc(C(=O)OC)c1	1.1	1.22	nt
COc1ccccc1CNC(=O)c1ccc(OCC2CCCO2)cc1 (stereo not given)	0.5	0.01	nt
CC(C)(C)c1ccc(C(=O)NCC(=O)OCN2C(=O)c3ccccc3C2=O)cc1	0.37	0.28	-261.9
O=C(Nc1ccc(F)cc1)N(CCCN1CCOCC1)Cc1cc2cc3c(cc2[nH]c1=O)OCO3	0.02	-0.65	29.6
Cc1ccc(Nc2c(-c3ccco3)nc3ccccn23)cc1	-0.99	-1.17	-50.0
COC(=O)c1cccnc1NC(=S)NNC(=O)c1ccncc1	1.04	-0.37	-11.1
CCN(C(=O)Cc1ccccc1OC)c1nnc(-c2ccncc2)s1	-0.86	-0.83	54.2
CCOC1(C)OCC(=O)[C@]2(CCC3C4CCC5=CC(=O)C=CC5(C)C4C(=O)CC32C)O1 (stereo not given in full)	-0.42	-0.6	nt
CCN(CC)S(=O)(=O)c1ccc(NC(=O)c2ccc(CN3CCOCC3)cc2)cc1	0.08	0.29	-281.2
O=C(Cn1cc2c(n1)CCCC2)N1CCCC1	0.68	0.42	nt
CC(NC(=O)c1ccc(Cl)s1)C1CCCO1 (stereo not given)	0.82	1.28	14.3
CCOc1ccc(-c2[nH]ncc2Oc2cccc(OC)c2)c(O)c1	-2.65	-1.95	-71.4
COC(=O)c1ccc(S(=O)(=O)N2CCCC2)o1	0.05	-0.57	22.7
COc1ccc(CNC(=O)C2CCN(S(C)(=O)=O)CC2)c(OC)c1	nt	nt	-27.3
Cc1c(Cl)cccc1NC(=S)/C(=C(\[O-])c1ccc(Cl)s1)[n+]1ccccc1	-0.41	-0.21	-6.9
Cc1nc(SCC(=O)Nc2ccc3c(c2)OCO3)c(C#N)c2c1CCCC2	-1.59	-0.92	nt
O=C(COc1ncnc2c(Cl)cc(Cl)cc12)NCCC1=CCCCC1	-0.43	0.08	-18.6
O=C(CSc1nnc(-c2ccccc2)c(-c2ccccc2)n1)Nc1ccc(Br)cn1	-0.03	-0.06	nt
Cn1c(=O)c2c(nc(NCc3ccco3)n2C/C=C/c2ccccc2)n(C)c1=O	-1.59	-0.75	nt
CC(=O)NCC12CC3CC(C1)CC(C(=O)O)(C3)C2	-0.17	0.01	nt
CS(=O)(=O)N(CC(=O)N1CCCCCC1)Cc1ccc(Cl)cc1	1.22	1.49	7.1
CNc1c(N)n(Cc2ccccc2)c(=O)[nH]c1=O	0.59	0.1	6.2
Cn1c(C(C(=O)NCC2CCCO2)N(CCc2ccccc2)C(=O)Cn2nnc3ccccc32)nc2ccccc21 (stereo not given)	0.48	0.33	-50.0
CCOC(=O)N1CCN(C(=O)c2ccc(N(Cc3ccccc3)S(C)(=O)=O)cc2)CC1	0.48	-0.04	-6.9
CCN(c1ccc(C)c(C)c1)S(=O)(=O)c1c(C)[nH]c(=O)[nH]c1=O	1.68	1.81	-46.4
Cn1c(SCC(=O)N2c3ccccc3Sc3ccccc32)nnc1-c1ccco1	-0.86	0.96	23.7
C=CCOc1c(Br)cc(CNc2ccc(NC(=O)CCC)cc2)cc1OCC	-0.59	-0.32	52.0
Clc1cccc(-c2nc3nc4ccccc4nc3n2Cc2ccccc2)c1	0.4	0.45	-55.6
S=C(Nc1ccccc1Cl)N1CCCCC1	0.59	-0.08	26.7
CC1=CC(C)C2C(=O)N(O)C(=O)C2C1 (stereo not given)	2.13	-0.34	41.4
CCOC(=O)CSc1nc2c(cnn2-c2ccc(C)cc2)c(=O)[nH]1	-0.67	-0.31	-41.7
O=C(O)Cc1sc(N/N=C\c2ccccc2)nc1-c1ccccc1	0.75	-0.21	3.3
CCCn1c(=O)c2c(nc(Br)n2CCC)n(C)c1=O	-0.04	-0.1	7.7
C=CCSc1nnc(-c2cc(Br)ccc2N)c(=O)[nH]1	-0.42	-0.4	nt
Cc1ccc(Cn2ncn3c(cc4ccccc43)c2=O)cc1	-0.99	-0.39	nt
CCOC(=O)c1csc(NC(=O)C(C)(C)C)n1	-0.47	-0.87	nt
CC(NC(=O)CCSc1nc(-c2ccco2)cc(C(F)(F)F)n1)c1ccccc1 (stereo not given)	-0.11	0.72	-28.2
CCOC(=O)c1csc(NC(=O)c2ccc(S(=O)(=O)N3CCCC3)cc2)n1	-0.59	0.4	nt
O=C(CSc1ncn[nH]1)Nc1ccc(Br)cc1F	0.02	-0.2	9.1
CCC(Sc1nc2sc(C(=O)OC)c(C)c2c(=O)n1N)C(=O)NCC1CCCO1 (stereo not given)	0.33	-0.03	0.0
Cc1ccc(-n2nnc3c(=O)n(Cc4ccccc4C)cnc32)cc1	2.76	2.87	nt
CC(C)C(=O)Nc1ccc(C(=O)N/N=C/C2CC3C=CC2C3)cc1 (stereo not given)	1.23	1.11	-25.0
CC(NC(=O)Cn1cc(C(=O)C2CC2)c2ccccc21)c1ccccc1 (stereo not given)	0.63	0.51	-11.4
O=C(CCCN1C(=O)c2ccccc2C1=O)Nc1nccs1	-0.37	-0.23	30.0
New compounds follow
SMILES	sdo1 growth	sdo1 growth Rescue 24 h	Insulin prom inh
O=C1CC(c2ccco2)CC(O)=C1C=NCCN1CCN(C(=O)Nc2ccc(Cl)cc2)CC1 (stereo not given)	0.63	0.51	nt
Cc1cccc(/C(N)=N/OC(=O)c2ccc(Cl)cc2Cl)c1	-1.77	-1.48	-26.3
O=C(O)CNC(=O)c1nc(-c2ccccc2)n(-c2ccccc2)n1	-0.1	-0.82	18.8
Cc1nn(C(=O)Cn2ccc([N+](=O)[O-])n2)c(C)c1Br	1.33	1.2	nt
O=C(Cn1c(=O)oc2cc(S(=O)(=O)N3CCCC3)ccc21)Nc1ccc(C(F)(F)F)cc1	-0.42	0.02	nt
O=C(Oc1ccc(-c2cnc3ccccc3n2)cc1)c1cc([N+](=O)[O-])ccc1Cl	-1.3	-0.14	nt
N=C1c2ccccc2CN1NC(=O)COc1ccc(Cl)cc1	nt	nt	15.4
COC(=O)/C=c1/sc2n(c1=O)CCN=2	-0.09	-0.4	64.3
COc1ccc(CNS(=O)(=O)NCc2ccc(C)cc2)cc1OC	nt	nt	30.8
Cc1ccccc1NC(=O)c1ccc(CN2CCc3ccccc3C2)cc1	1.15	0.39	0.0
Cc1cc(OCCCCNC(C)C)cc(C(C)C)c1	0	-0.13	6.9
Fc1ccc(-c2cnc[nH]2)cc1	1.02	0.05	32.1
COc1cc2[nH]c(=S)n(C3CCCC3)c(=O)c2cc1OC	0.3	0.76	24.2
COCC(=O)n1cc(C(=O)OC)c2ccccc21	0.62	0.51	-141.9
Cc1ccc(C)c(N2CCN(S(=O)(=O)c3c(C)noc3/C=C/N(C)C)CC2)c1	0.66	0.42	7.1
COc1ccc(/C=C2\CCc3ccccc3C2=O)cc1Cn1nc(C)cc1C	-1.45	-0.42	-25.0
Cc1nn(-c2ccc3nnc(Br)n3n2)c(C)c1Br	1.43	1.96	34.5
CCn1c(SC(C)C)nnc1C1CCN(S(=O)(=O)c2ccc(OC)cc2)CC1	1.11	-0.03	-17.9
CCOC(=O)c1c(N)c(C#N)c2n1CCCC2	-0.18	0	8.1
COc1ccc(NC(=O)CN2CCC3(O)CCCCC3C2c2cc(OC)ccc2OC)cc1 (stereo not given)	0.41	0.82	0.0
O=C(NC1CCCCC1)NC1CC2CCC(C1)N2C(=S)NCc1ccco1 (stereo not given)	0.56	0.43	nt
Cn1c(COc2ccc([N+](=O)[O-])cc2)nnc1SCC(N)=O	nt	nt	-13.3
COc1cccc(NC(=O)CCN2C(=O)c3ccccc3S2(=O)=O)c1	0.88	1.13	-3.6
CCC(C)NCCOCCSc1ccc(Cl)cc1 (stereo not given)	-0.22	-0.11	34.3
Cc1ccc(C(=O)NCCn2ccc3ccccc32)cc1[N+](=O)[O-]	nt	nt	-63.6
O=C1CCCC(O)=C1N=Nc1cccc(C(=O)O)c1	nt	nt	26.7
COc1ccc(OC)c(N(CC(=O)Nc2ccccc2C(=O)NCc2ccco2)S(C)(=O)=O)c1	-0.48	0.04	30.0
O=S(=O)(c1ccccc1)c1nc(-c2cccs2)oc1NCCCn1ccnc1	1.14	0.75	-18.8
CCOC(=O)c1c(NC(=O)C2CCCO2)sc(C(=O)OC(C)(C)C)c1C (stereo not given)	-0.49	0.8	21.4
FC(F)Oc1ccc(/C=N/c2c(-c3ccc(OC(F)F)cc3)nc3n2CCS3)cc1	-0.45	1.19	-362.5
COc1ccc(NC2=CC(c3cccc(OC)c3)N(c3ccc(OC)cc3)C2=O)cc1 (stereo not given)	-1	-0.74	15.6
COc1ccc(OC)c(NC(=O)COC(=O)/C=C/c2c(C)nn(C3CCS(=O)(=O)C3)c2Cl)c1 (stereo not given)	-0.92	-0.34	-31.6
COc1ccc(/C=C/C(=O)c2cc3c(cc2N)OCO3)cc1	nt	nt	-40.0
O=C1COC(c2ccccc2)C2CCCCN12 (stereo not given)	0.02	0.9	-100.0
CCS(=O)(=O)/N=C(\N)c1ccccc1	0.13	-0.89	46.1
Cc1ccc(NC(=O)CN(C)C(=O)c2ccc(Cl)c([N+](=O)[O-])c2)cc1	-1.26	-0.67	nt
C=CCn1c(SCC(=O)Nc2ccc(C(=O)OCC)cc2)nnc1-c1cccs1	-0.11	1.21	-48.1
C/C(N)=C(/C#N)C(=O)CSc1nnc(Nc2cccc(C)c2C)s1	0.12	-0.7	nt
CC1COC2C(O1)N(S(C)(=O)=O)CCN2S(C)(=O)=O (stereo not given)	1.69	1.09	-72.7
O=C(Nc1ccc(S(=O)(=O)NC2CCCCC2)cc1)c1ccc(Br)o1	-0.6	-0.04	13.3
COc1ccc(N2CC(C(=O)Nc3cc(C)on3)CC2=O)cc1 (stereo not given)	-0.69	-0.91	nt
Cc1ccccc1CS(=O)(=O)CCC(=O)NCCN1CCN(c2cccc(Cl)c2)CC1	0.68	1.37	nt
Cc1ccc(C(=O)ONc2ccc(N=O)cc2)cc1	-0.94	-0.89	44.4

Among those listed so far, twelve contain two or more sulfur atoms:
SMILES	sdo1 growth	sdo1 growth Rescue 24 h	Insulin prom inh
CCOC(=O)Cc1csc(NC(=O)CSc2ccc(Br)cc2)n1	-0.85	-0.07	-41.4
COC(=O)c1ccc(CSc2nc3sc4c(c3c(=O)n2C)CCCC4)o1	-0.84	-0.78	nt
COc1ccc2nc(N3C(=O)/C(=C/c4ccc(Cl)cc4)NC3=S)sc2c1	0.04	-0.09	11.1
Cc1c(Cl)cccc1NC(=S)/C(=C(\[O-])c1ccc(Cl)s1)[n+]1ccccc1	-0.41	-0.21	-6.9
Cn1c(SCC(=O)N2c3ccccc3Sc3ccccc32)nnc1-c1ccco1	-0.86	0.96	23.7
CCOC(=O)c1csc(NC(=O)c2ccc(S(=O)(=O)N3CCCC3)cc2)n1	-0.59	0.4	nt
CCC(Sc1nc2sc(C(=O)OC)c(C)c2c(=O)n1N)C(=O)NCC1CCCO1 (stereo not given)	0.33	-0.03	0.0
CCn1c(SC(C)C)nnc1C1CCN(S(=O)(=O)c2ccc(OC)cc2)CC1	1.11	-0.03	-17.9
O=S(=O)(c1ccccc1)c1nc(-c2cccs2)oc1NCCCn1ccnc1	1.14	0.75	-18.8
C=CCn1c(SCC(=O)Nc2ccc(C(=O)OCC)cc2)nnc1-c1cccs1	-0.11	1.21	-48.1
C/C(N)=C(/C#N)C(=O)CSc1nnc(Nc2cccc(C)c2C)s1	0.12	-0.7	nt
CC1COC2C(O1)N(S(C)(=O)=O)CCN2S(C)(=O)=O (stereo not given)	1.69	1.09	-72.7

From PubChem

A portion of the library, so the mix of outcomes need not match the whole.
